Screening results: PubChem BioAssay, several laboratories
DAGLB inh: diacylglycerol lipase beta (human) inhibition; Q8NCG7; HEK293T DAGLB membrane lysate, EnzChek fluorogenic substrate; inhibition, % at 5.17 µM; 0.059% of 340,000 active; in the data active means inhibition above about 34%;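 further: 0% = enzyme with vehicle and 100% = wells lacking enzyme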
C-LANA FP: inhibitors of KSHV LANA C-terminal domain DNA binding; 0.078% of 340,000 active; AID 504423; inhibition, % at 9 µM; MBP-C-LANA/FAM-LBS DNA binding, fluorescence polarization;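 active means highest replicate inhibition at or above 60% at 9 µM, even if other replicates fall short; inactive means all replicates below 60% inhibition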;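 further: 0% = neutral control wells and 100% = 4 µM acridine orange control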
Arr AP2 block: blocks beta-arrestin peptide binding to AP2 adaptin; FITC-arrestin peptide / GST-AP2 beads, flow cytometry; AP2 beta2 appendage carries R879A mutation; inhibition, % at 10 µM; 0.31% of 340,000 active; AID 504490;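 active means inhibition above a set limit, near 3 SD of compounds lacking own fluorescence, cut at about 54% in these data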;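 further: plate controls were DMSO wells for no effect and 5 µM unlabelled arrestin peptide for full effect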
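Measured by: flow cytometry, FL1 (488/535 nm); Material: AP2 appendage R879A on GSH beads; Evaluation: percent response; Timing: pre-incubation 12 min, peptide binding 1 h, room temperature; Also added: 50 nM FITC-arrestin peptide; Medium: PBS with 0.05% Tween 20 and 0.1% BSA.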
NSD2 HMT inh: blocks human histone methyltransferase NSD2 | NSD2 peptide methylation, AlphaScreen, 120 min | inhibition, % at 12.5 µM | 0.54% of 310,000 active; in the data active means inhibition above about 50%
Keap1-Nrf2 PPI: inhibitors of human Keap1-Nrf2 protein-protein interaction; Q14145; Keap1 Kelch-Nrf2 peptide fluorescence polarization, 1536-well; inhibition, % at 9.4 µM; 0.15% of 340,000 active; in the data active means inhibition above about 12%;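 further: human Keap1 Kelch domain with fluorescein labeled Nrf2 9mer peptide probe; 0% = neutral control wells and 100% = peptide positive control; higher means more block of Keap1 binding to Nrf2 peptide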
CAL PDZ FP-1: inhibitors of human CAL PDZ peptide binding. Q9HD26. purified CAL PDZ, TMR-peptide fluorescence polarization, 1 h. inhibition, % at 24.9 µM. 0.92% of 300,000 active. AID 602252;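 active means mean inhibition of at least 30% with at least half of replicates also reaching 30%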;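 further: 0% = DMSO neutral control and 100% = excess unlabeled competitor peptide PRC23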
Cardiac RTF inh: cardiac RTF calcium desensitization; IANBD-labeled cardiac RTF, Ca2+ fluorescence; inhibition, % at 7.15 µM; 0.12% of 340,000 active; AID 493244;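 active means inhibition above the mean inhibition of all tested compounds plus 3 SD, cut at about 17% in these data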;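 further: assay run at fixed EC70 calcium of 1.6 mM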
V-ATPase pH: regulators of yeast V-ATPase proton transport; S. cerevisiae, pHLuorin cytosolic pH fluorescence; response, % at 10 µM; 0.37% of 350,000 active; AID 504577; in the data active means response mostly above about 7.3%, no sharp cut-off; inactive means mostly below about 5.4%; further: actives read high; inactives centre near 0; some compounds called inactive have numbers as strong as hits
CAL PDZ FP-2: inhibitors of human CAL PDZ peptide binding; Q9HD26; AID 504414; purified CAL PDZ, TMR-peptide fluorescence polarization, 1 h; 0.02% of 330,000 active; inhibition, % at 20 µM;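 active means highest replicate inhibition of at least 40%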;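 further: plate controls were DMSO neutral control wells for no effect and unlabeled competitor peptide control wells for full effect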
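Read-out basis: mP drop reported as inhibition | Assay system: Tagged CAL PDZ protein CerCALP, purified | Benchmarks: Unlabelled peptide for full inhibition, DMSO wells as neutral | Schedule: 1 h incubation at room temperature before polarization reading | Buffer or medium: Sodium phosphate/NaCl buffer pH 7.4 with TCEP, IgG, Thesit | Doses: Single point, 20 µM | Measured by: Fluorescence polarization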
DSG3 Ab inh: inhibitors of pemphigus antibody binding to human desmoglein-3 | P32926 | DSG3-coupled beads, scFv-anti-DSG3-GFP binding, flow cytometry; stronger effect = lower value | binding (percent of control), % at 10 µM | 0.48% of 310,000 active | AID 588358;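 active means binding more than 3 SD below its plate's average and above zero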;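 further: hits lower antibody fragment binding to DSG3; some compounds called inactive have numbers as strong as hits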
Target sequence (P32926 whole entry, looked up, the tested form may be a part): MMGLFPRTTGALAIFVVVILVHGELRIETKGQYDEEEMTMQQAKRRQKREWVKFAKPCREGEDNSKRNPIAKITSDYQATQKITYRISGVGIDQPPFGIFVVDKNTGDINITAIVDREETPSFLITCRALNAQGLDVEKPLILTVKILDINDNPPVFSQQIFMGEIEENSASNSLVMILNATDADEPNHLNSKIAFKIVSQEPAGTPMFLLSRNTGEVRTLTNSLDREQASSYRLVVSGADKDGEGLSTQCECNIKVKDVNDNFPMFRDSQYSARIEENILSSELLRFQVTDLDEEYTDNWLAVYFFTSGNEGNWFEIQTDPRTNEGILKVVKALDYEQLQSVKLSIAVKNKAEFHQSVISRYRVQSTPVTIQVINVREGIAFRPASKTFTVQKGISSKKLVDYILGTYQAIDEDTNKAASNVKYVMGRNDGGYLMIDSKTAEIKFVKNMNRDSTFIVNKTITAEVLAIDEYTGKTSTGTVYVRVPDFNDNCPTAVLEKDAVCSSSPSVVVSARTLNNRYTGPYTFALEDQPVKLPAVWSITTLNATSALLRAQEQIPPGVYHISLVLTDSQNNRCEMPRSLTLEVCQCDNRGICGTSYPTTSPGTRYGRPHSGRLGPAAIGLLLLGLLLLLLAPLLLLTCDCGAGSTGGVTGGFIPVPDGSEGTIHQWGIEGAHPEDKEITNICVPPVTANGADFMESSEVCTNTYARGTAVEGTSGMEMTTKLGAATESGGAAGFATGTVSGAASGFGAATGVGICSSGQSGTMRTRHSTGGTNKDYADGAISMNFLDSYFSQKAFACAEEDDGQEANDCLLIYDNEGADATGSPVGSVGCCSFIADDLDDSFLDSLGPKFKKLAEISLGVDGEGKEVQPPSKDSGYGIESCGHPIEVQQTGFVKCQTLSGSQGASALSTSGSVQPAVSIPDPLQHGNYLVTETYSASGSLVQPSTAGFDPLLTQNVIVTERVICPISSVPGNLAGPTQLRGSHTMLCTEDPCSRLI
* marks the source's active call; other numbers are inactive results; . = not tested or not shown. Some of the compounds tested (hit frequency here may not be typical).

no. | mol | DAGLB inh | C-LANA FP | Arr AP2 block | NSD2 HMT inh | Keap1-Nrf2 PPI
1 | CCOC(=O)N1CCN(C(=O)CN(c2ccc(C)cc2)S(=O)(=O)c2c(C)noc2C)CC1 | -1 | -0.4 | 2 | 5 | 1
2 | Cc1ccc(C)c(S(=O)(=O)N2CCN(C(=O)CCNS(=O)(=O)c3ccccc3)CC2)c1 | 2 | -1.6 | 7 | -5 | -3
3 | O=C(O)/C=C\C(=O)Nc1ccc(OC(F)F)cc1 | 2 | -0.5 | 54* | -2 | 2
4 | Cc1cc2cc(CCNC(=O)c3ccc(Br)o3)c(=O)[nH]c2cc1C | 1 | -3.0 | 5 | -1 | -27
5 | COc1ccc(-c2cc3c(=O)n(CC(=O)N4CCN(C)CC4)ncn3n2)cc1 | 1 | -1.5 | 13 | . | 4
6 | Cc1nc(N2CCOCC2)c2c(C)c(C(=O)Nc3ccccc3Cl)sc2n1 | -1 | 0.6 | -2 | -3 | 0
7 | O=C(CC1C(=O)NCCN1Cc1cccc(F)c1)NCCCOc1cccnc1 (centres undefined) | 1 | 1.9 | 25 | -3 | 1
8 | O=C1C(Cc2ccc(Br)cc2)SC(=Nc2ccccc2)N1c1ccccc1 (centres undefined) | -6 | -0.4 | 9 | . | 0
9 | CC(=O)c1ccc(OCCCC(=O)OCC(=O)Nc2ccc3[nH]c(=O)[nH]c3c2)cc1 | -1 | 0.3 | 8 | 12 | -3
10 | Cc1onc(-c2ccccc2Cl)c1C(=O)NC(C)c1ccccc1 (centres undefined) | -1 | -1.5 | -18 | . | -1
11 | Cc1ccc(C2=NC3(CCCCCC3)NC2=S)cc1 | -6 | 0.8 | -8 | -1 | -5
12 | CCC1=[N+](CC(=O)c2ccc(C)cc2)CCn2c(C)ccc21 | -1 | -0.8 | 5 | 0 | -2
13 | CCCONC(=O)Nc1ccccc1[N+](=O)[O-] | 0 | 1.3 | 1 | 1 | -4
14 | COCCCNc1nc2c(c(=O)n(Cc3ccc(OC)cc3)c(=O)n2C)n1C | -1 | 0.8 | 34 | 4 | -2
15 | COc1ccccc1N(CC(=O)NCC1CCCO1)C(=O)Cn1nnc(-c2cccs2)n1 (centres undefined) | -1 | 3.3 | -26 | -2 | -2

no. | CAL PDZ FP-1 | Cardiac RTF inh | V-ATPase pH | CAL PDZ FP-2 | DSG3 Ab inh
1 | 1 | -3 | 3 | -2.1 | 103
2 | 1 | -3 | -2 | -1.0 | 101
3 | -2 | 0 | 0 | -2.8 | 101
4 | -2 | 0 | 1 | -3.0 | 107
5 | . | 7 | 0 | -0.3 | 100
6 | -4 | -9 | 3 | -2.2 | 96
7 | -5 | -2 | -4 | 0.1 | .
8 | 0 | 10 | 1 | -1.3 | 108
9 | -1 | -10 | -1 | -3.0 | 101
10 | . | 0 | 0 | 0.2 | 110
11 | . | -8 | 4 | -0.4 | 94
12 | -3 | 9 | -14 | -0.6 | 97
13 | -2 | -15 | 0 | -1.1 | .
14 | -2 | -2 | -2 | 0.2 | 95
15 | -1 | 6 | -3 | 0.0 | 96

Arranged by the number under CAL PDZ FP-2 (lowest first): some entries from above
# | SMILES | CAL PDZ FP-2
13 | CCCONC(=O)Nc1ccccc1[N+](=O)[O-] | -1.1
2 | Cc1ccc(C)c(S(=O)(=O)N2CCN(C(=O)CCNS(=O)(=O)c3ccccc3)CC2)c1 | -1.0
11 | Cc1ccc(C2=NC3(CCCCCC3)NC2=S)cc1 | -0.4
10 | Cc1onc(-c2ccccc2Cl)c1C(=O)NC(C)c1ccccc1 (centres undefined) | 0.2

Some of the entries so far, with one line to a screen.
3	O=C(O)/C=C\C(=O)Nc1ccc(OC(F)F)cc1
4	Cc1cc2cc(CCNC(=O)c3ccc(Br)o3)c(=O)[nH]c2cc1C

Compound	3	4
DAGLB inh	2	1
C-LANA FP	-0.5	-3.0
Arr AP2 block	54*	5
NSD2 HMT inh	-2	-1
Keap1-Nrf2 PPI	2	-27
CAL PDZ FP-1	-2	-2
Cardiac RTF inh	0	0
V-ATPase pH	0	1
CAL PDZ FP-2	-2.8	-3.0
DSG3 Ab inh	101	107

(list continues)
no. | mol | DAGLB inh | C-LANA FP | Arr AP2 block | NSD2 HMT inh | Keap1-Nrf2 PPI
16 | CC(C)(C)c1ccc(OC(=O)CN2C(=O)C3C4CCC(C4)C3C2=O)cc1 (centres undefined) | -4 | -3.1 | 6 | 0 | -6
17 | C[C@H](CO)N1C[C@H](C)[C@@H](CN(C)Cc2ccc(C(=O)O)cc2)Oc2c(NC(=O)c3ccncc3)cccc2C1=O | 0 | 1.5 | -5 | . | 3
18 | CCCn1c(SCC(=O)Nc2c(CC)cccc2CC)nnc1C(C)C | -2 | 0.9 | -10 | 31 | 0
19 | O=C(COC(=O)Cc1ccc(Cl)c(Cl)c1)Nc1ccc2[nH]c(=O)[nH]c2c1 | 0 | 1.7 | 0 | 0 | 4
20 | CCOc1ccccc1-c1nc(C(N)=O)c2[nH]c(=O)n(-c3ccc(F)cc3)c2n1 | 1 | 4.6 | 12 | . | -4
21 | O=C(CNC(=O)c1cccs1)NCC(=O)OCc1ccc(Cl)cc1 | 3 | -1.4 | 2 | 0 | 3
22 | Cc1ccc(NC(=O)c2cc3c(CO)cnc(C)c3oc2=Nc2cccc(C(N)=O)c2)cc1 | 1 | 3.1 | -18 | -3 | 2
23 | Cc1occc1-c1nnc(SCC(=O)c2ccc(Cl)cc2)n1C | 0 | -0.7 | 11 | -2 | -1
24 | CS(=O)(=O)N(CC(=O)Nc1ccccc1Br)Cc1ccccc1 | 0 | 0.8 | -9 | -3 | -1
25 | COc1ccc(N(C(=O)c2ccco2)C(C(=O)NC2CCCC2)c2ccccc2)cc1 (centres undefined) | -4 | 1.6 | -8 | 2 | 4
26 | O=c1[nH][nH]c(C(F)(F)F)c1/C=N/N1CCOCC1 | 0 | -0.1 | . | -3 | 4
27 | Cc1ccccc1NC(=O)C1CCCN1S(=O)(=O)c1ccc2c(c1)n(C)c(=O)c(=O)n2C (centres undefined) | -2 | -1.6 | 9 | . | 4
28 | CN(Cc1ccccc1)C(=O)c1cccc(NC(=O)Cc2cccc(NC(=O)C3CCN(C(=O)C4CC4)CC3)c2)c1 | -1 | 0.9 | 11 | . | 4
29 | Cc1onc(-c2c(Cl)cccc2Cl)c1C(=O)N(C)Cc1ccccc1 | -2 | -4.2 | -8 | -3 | -3
30 | CCCCn1c(N)c(N(CCC(C)C)C(=O)COC(=O)c2sccc2C)c(=O)[nH]c1=O | 1 | 0.2 | -5 | -2 | -3

no. | CAL PDZ FP-1 | Cardiac RTF inh | V-ATPase pH | CAL PDZ FP-2 | DSG3 Ab inh
16 | -9 | 0 | 1 | -2.1 | .
17 | 0 | 3 | -3 | 0.2 | 101
18 | -1 | -2 | 7 | -2.2 | 100
19 | -3 | -17 | -3 | 0.0 | 99
20 | . | -2 | 5 | -1.0 | 102
21 | -1 | -4 | -1 | -3.1 | 98
22 | -9 | -4 | 0 | -1.1 | 99
23 | -6 | 5 | -4 | . | 97
24 | -1 | -1 | -1 | -1.1 | 100
25 | -4 | 11 | -1 | -2.3 | 123
26 | 1 | 2 | 10 | -2.1 | 98
27 | . | -13 | 3 | -1.7 | 102
28 | -3 | 1 | 0 | -1.3 | 109
29 | -1 | -1 | 6 | -1.6 | 96
30 | -1 | 0 | -1 | 0.2 | 104

Further entries.
no. | mol | DAGLB inh | C-LANA FP | Arr AP2 block | NSD2 HMT inh | Keap1-Nrf2 PPI
31 | Cc1ccc(NC(=O)NN(C)c2c(Cl)c(Cl)nn2C)cc1 | 0 | 0.8 | 3 | 1 | -5
32 | COc1ccc(NC(=O)CSc2n[nH]c(C(C)C)n2)c([N+](=O)[O-])c1 | 1 | 2.2 | 10 | -3 | 0
33 | COC(=O)[C@H](Cc1ccccc1)NC(=O)N1CCCCC1C (some centres undefined) | 0 | -3.0 | 5 | -5 | -9
34 | COc1ccc(CN(C)C(=O)C(Cc2ccccc2)NC(=O)c2ccccc2)c(OC)c1OC (centres undefined) | -3 | . | . | 0 | .
35 | O=C(CN1C(=O)C(=O)N(C2CCCC2)C1=O)Nc1ccc(Cl)cc1C(F)(F)F | 1 | 0.6 | -6 | -1 | -3
36 | Cc1ccccc1SCC(=O)Nc1cccc(C#N)c1 | -3 | 1.8 | 28 | 5 | -1
37 | CCOC(=O)C1=C(CSc2nc3ccccc3s2)NC(=O)NC1c1ccc(OC)cc1 (centres undefined) | 0 | -1.3 | -6 | -4 | 4
38 | CC1(C)OC(C(=O)NC2CCCCC2)C(C(=O)NC2CCCCC2)O1 (centres undefined) | 0 | 1.9 | 24 | 0 | 0
39 | O=C1c2ccccc2C(=O)N1CCc1nc(-c2cccnc2)no1 | -1 | -0.7 | 1 | -2 | 0
40 | COc1ccc(C(=O)Nc2ccccc2C(=O)NC(Cc2ccc(O)cc2)C(=O)NNC(=O)c2ccc(C)cc2)cc1 (centres undefined) | 1 | 3.4 | -2 | 5 | 1
41 | CC(=O)Nc1ccc(OCC(O)CN2CCN(Cc3ccccc3)CC2)cc1 (centres undefined) | -1 | 0.9 | 6 | -3 | 1
42 | COc1ccc(CCNC(=O)CCCCCN2C(=O)c3ccccc3C2=O)cc1OC | -3 | 0.4 | 3 | -2 | 0
43 | O=C(NCCCCc1ccccc1)c1ccc(Br)o1 | -3 | -1.5 | 17 | -4 | -3
44 | CN(C(=O)COC(=O)c1c2c(nc3ccccc13)/C(=C/c1cccc([N+](=O)[O-])c1)CCC2)C1CCS(=O)(=O)C1 (centres undefined) | 1 | -0.4 | 14 | 0 | 1
45 | CC(NC(=O)COC(=O)/C=C/c1ccc(Cl)cc1)c1ccccc1 (centres undefined) | -3 | -0.9 | 15 | -9 | -1
46 | O=C(COC(=O)CCC(=O)c1cccs1)NCc1cccs1 | -2 | -1.1 | 3 | 0 | 1
47 | CCc1nc(N2CCN(C(=O)CCl)CC2)c2c3c(sc2n1)CC(C)CC3 (centres undefined) | 4 | -0.2 | -17 | 3 | -5

no. | CAL PDZ FP-1 | Cardiac RTF inh | V-ATPase pH | CAL PDZ FP-2 | DSG3 Ab inh
31 | 1 | 5 | 1 | -2.0 | 89
32 | 11 | -12 | -3 | 0.0 | 106
33 | -5 | 2 | 1 | . | 100
34 | . | . | 1 | . | 92
35 | 1 | 0 | 2 | -2.1 | 106
36 | 0 | -3 | -1 | -1.7 | 79
37 | -2 | -11 | 2 | -2.2 | 120
38 | -6 | 14 | 3 | 0.3 | 101
39 | 0 | -9 | 2 | -0.8 | 98
40 | -1 | -2 | -1 | -0.8 | 105
41 | -2 | -9 | -2 | 0.4 | .
42 | -2 | -1 | 1 | -0.9 | 99
43 | 4 | -3 | 3 | 0.1 | 102
44 | -1 | 3 | 3 | -2.8 | 97
45 | -5 | -10 | 1 | -0.1 | 100
46 | -1 | -2 | 4 | -1.9 | 93
47 | -8 | -1 | 1 | -2.1 | 121
